Screening data from PubChem BioAssay.
UHRF1 MBD2 ctr: human UHRF1 methylated DNA binding inhibitors. Q96T88. UHRF1 binding to methylated oligo, TR-FRET. inhibition, % at 4.4 µM. 370,000 tested, 0.75% active; in the data active means inhibition above about 21%;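 further: UHRF1 SRA domain binding a hemimethylated CpG hairpin DNA probe; 0% = median of test compound wells and 100% = reference inhibitor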
Tn6 DDE FP: inhibitors of Tn6 peptide binding to human fibrin DD(E). P02675. inhibition, % at 8.3 µM. Fibrin DD(E) TRITC-Tn6 fluorescence polarization displacement. 370,000 tested, 0.21% active;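 active means inhibition above a per-campaign cutoff: mean of compounds within control limits plus 3 SD, cut at about 15% in these data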;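 further: 0% = median of all compound wells on the plate and 100% = blocking peptide control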
PRMT1 FP inh: blocks human protein arginine methyltransferase 1 | 370,000 tested, 1.3% active | recombinant PRMT1, activity-based probe fluorescence polarization | Q99873 | AID 652257 | inhibition, % at 2.79 µM;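 active means inhibition above about 21% made by adding two undisclosed values, limit read from the data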
Tn7 DDE FP: DD(E)-Tn7 binding inhibition, primary FP screen; P02675; FP displacement of FITC-Tn7 peptide from fibrin DD(E); 0% = median of compound wells per plate; inhibition, % at 8.3 µM; 370,000 tested, 0.13% active; AID 720508;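 active means inhibition above the mean of compounds falling within the control limits plus 3 SD of them, cut at about 14% in these data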;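 further: 0% = plate median of compound wells and 100% = 10 µM Aha-Tn7 peptide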
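Assay system: Human clot-derived fibrin DD(E) complex | Buffer or medium: Tris/NaCl/CaCl2 buffer, pH 7.8 | Repeats: One replicate per compound | Benchmarks: Aha-Tn7 high control | Measure: % inhibition scaled between sample-field median and high-control FP | Schedule: 10 min plus 3 h, room temperature | Signal: Fluorescence polarization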
TCR CD3 inh: blocks the human TCR-CD3 interaction. TAMRA-labeled TCR probe fluorescence, biochemical. inhibition, % at 9.4 µM. 360,000 tested, 0.37% active. AID 651800; in the data active means inhibition above about 19%;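 further: recombinant mutant TCR 2C K166C tagged with TAMRA read by polarization; 0% = receptor in buffer alone and 100% = receptor with positive control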
SIAE inh: blocks human sialic acid acetylesterase | SIAE FP-Rh probe binding, fluorescence polarization | AID 1053197 | 370,000 tested, 0.69% active | inhibition, % at 9.66 µM;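 active means inhibition above a cutoff: mean of compounds within the control limits plus 3 SD of those, cut at about 17% in these data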;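 further: 0% = plate median of compound wells and 100% = probe without SIAE protein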
Target sequence (Q9HAT2 whole entry, looked up): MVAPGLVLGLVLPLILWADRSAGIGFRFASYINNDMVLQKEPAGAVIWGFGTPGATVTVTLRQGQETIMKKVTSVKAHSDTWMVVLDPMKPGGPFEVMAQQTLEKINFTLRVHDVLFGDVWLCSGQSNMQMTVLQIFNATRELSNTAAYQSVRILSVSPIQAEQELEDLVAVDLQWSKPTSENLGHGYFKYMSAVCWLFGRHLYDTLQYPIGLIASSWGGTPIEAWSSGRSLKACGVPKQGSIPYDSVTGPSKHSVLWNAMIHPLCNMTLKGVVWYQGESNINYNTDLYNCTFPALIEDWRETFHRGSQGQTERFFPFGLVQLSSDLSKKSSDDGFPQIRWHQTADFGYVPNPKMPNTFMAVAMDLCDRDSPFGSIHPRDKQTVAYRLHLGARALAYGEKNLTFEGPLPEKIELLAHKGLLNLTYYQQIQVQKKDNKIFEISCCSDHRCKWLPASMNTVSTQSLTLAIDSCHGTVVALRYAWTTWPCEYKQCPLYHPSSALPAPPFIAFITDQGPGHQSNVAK
MBD2 inh: blocks human MBD2 binding to methylated DNA; TR-FRET, MBD2 binding to methylated oligonucleotide; inhibition, % at 4.4 µM; Q9UBB5; 370,000 tested, 0.31% active; in the data active means inhibition above about 13%
LEDGF integ inh: blocks HIV-1 LEDGF/p75-dependent DNA integration. TR-FRET IN-LEDGF/p75 DNA integration, Eu/Cy5. inhibition, % at 3.7 µM. 370,000 tested, 0.64% active;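 active means inhibition above the screen-wide mean plus 3 SD, cut at about 13% in these data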;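 further: signal is the Cy5 over europium emission ratio at 671 and 618 nm; 0% = plate median of compound wells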
proKLK7 act: activators of human kallikrein-7 zymogen; P49862; purified proKLK7, EDANS-DABCYL substrate fluorescence; 100% is mature enzyme control, 0% vehicle; activation, % at 7 µM; 370,000 tested, 0.9% active; AID 652039;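 active means activation above the mean of all tested compounds plus 3 SD, computed per campaign excluding outliers beyond control limits, cut at about 13% in these data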
Target sequence (P49862 whole entry, looked up): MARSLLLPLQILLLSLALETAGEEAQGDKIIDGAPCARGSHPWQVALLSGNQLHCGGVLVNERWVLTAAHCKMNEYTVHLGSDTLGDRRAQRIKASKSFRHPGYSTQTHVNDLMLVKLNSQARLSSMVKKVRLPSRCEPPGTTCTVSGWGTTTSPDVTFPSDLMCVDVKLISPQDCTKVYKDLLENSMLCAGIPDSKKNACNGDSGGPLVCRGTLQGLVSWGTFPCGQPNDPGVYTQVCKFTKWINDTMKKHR
TDP2 inh: TDP2 (human) inhibition, absorbance primary screen; O95551; recombinant TDP2, T5PNP hydrolysis, p-nitrophenol absorbance 415 nm; inhibition, % at 12.8 µM; 370,000 tested, 0.34% active; AID 720702;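 active means inhibition above the mean of all tested compounds plus 3 SD, set per campaign, cut at about 25% in these data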;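 further: 0% = DMSO with enzyme and 100% = buffer with substrate but no TDP2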
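Read-out basis: percent inhibition. System: recombinant human TDP2. Buffer or medium: Mg2+-containing Tris-HCl buffer, pH 7.5. Repeats: single replicate. Timing: reaction 2 h, 37 °C. Benchmarks: high control without enzyme, low control DMSO plus TDP2. Probe or stimulus: 5 mM T5PNP. Doses: 12.8 µM only. Measured by: epi absorbance of p-nitrophenol freed from T5PNP by hydrolysis.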
Active calls of the source: *; . = not tested or not shown; & = joins results of further samples; ! = repeats disagree. Outcome played no part in choosing rows; about 4.6% have a hit in one of these screens.

UHRF1 MBD2 ctr	Tn6 DDE FP	PRMT1 FP inh	Tn7 DDE FP	TCR CD3 inh	SIAE inh	MBD2 inh	LEDGF integ inh	proKLK7 act	TDP2 inh	molecule
3	4	5	1	-6	0	-1	-4	-0.1	19	Cn1c2c(c3ccccc31)CCN1CCC[C@]21c1ccccc1
0	9	1	0	7	-2	-5	0	0.8	-5	CO/N=C(/CS(=O)c1ccc(Br)cc1)c1ccc(OC)cc1 (stereo not drawn)
2	-9	-1	-5	9	0	-4	2	0.5	-3	NC(=O)C1(C(N)=O)OC1c1ccc(Cl)cc1Cl (stereo not drawn)
-1	-11	-2	3	-3	-1	-4	-1	0.9	8	O=C1Nc2ccccc2C(O)(C(=O)NCc2ccco2)N1c1ccccc1 (stereo not drawn)
3	-1	9	-2	-11	-9	6	-4	1.9	-12	O=C(CNC(=O)c1ccccc1C(=O)O)c1ccccc1
2	-7	2	-3	.	6	5	-1	-0.3	0	CCC(C)N(C(=O)c1ccc(CNC(=O)c2cccc(Br)c2)cc1)C(C)CC (stereo not drawn)
1	4	2	-4	.	-1	5	2	-0.5	-5	CCCCCCN1CCS(=O)(=O)N(Cc2ccc(OC)cc2)C(C(=O)OC)C1 (stereo not drawn)
3	1	4	-6	-8	8	-2	-1	0.2	-9	CCOC(=O)CCCCNCc1ccccc1
1	1	-4	0	7	-1	-3	1	-0.5	-1	CCc1nc2ccccc2c(C(=O)NCc2ccccc2)c1C
-2	2	0	-5	-4	16	-2	-1	-0.2	0	C[C@@H]1CN([C@H](C)CO)C(=O)c2cc(C#C[C@@H](C)O)cnc2O[C@H]1CN(C)C(=O)c1ccc(F)cc1
-4	-6	0	1	3	-1	-1	-3	0.5	-7	CCOc1ccc(NC(=O)CC2C(=O)N(C)C(=S)N2Cc2ccc3c(c2)OCO3)cc1 (stereo not drawn)
8	7	-1	8	.	0	-7	1	0.8	-7	COC(=O)C1CN(Cc2ccc(Cl)cc2)CCS(=O)(=O)N1Cc1cn(Cc2ccc(C)cc2)nn1 (stereo not drawn)
-2	3	-5	4	4	-3	0	-2	0.6	4	CCC(Cc1ccccc1)NC(=O)CCc1ccccc1 (stereo not drawn)
-1	-3	-1	3	7	2	1	1	0.3	4	O=[N+]([O-])c1ccc(CS(=O)(=O)c2ncn[nH]2)cc1
1	0	0	2	7	10	-3	-2	-0.7	-5	CN(C)CCN(C(=O)c1cccc2ccccc12)c1nc2cc3c(cc2s1)OCO3
2	-6	1	-6	10	3	-2	0	-0.1	-5	Cc1noc(C)c1NC(=O)Nc1ccc2c(c1)C(=O)N([C@H](C)CO)C[C@H](C)[C@@H](CN(C)C(=O)Nc1ccc3c(c1)OCO3)O2
0	0	2	-2	4	3	-1	1	0.4	-1	O=C(NCCCN1CCCC1=O)c1ccc(Cl)c(S(=O)(=O)N2CCCCC2)c1
0	2	3	5	-6	2	0	-5	0.0	-1	CCCCn1c(N)c(N(CC(C)C)C(=O)CSCC(=O)Nc2ccc(OC)cc2)c(=O)[nH]c1=O
-5	-1	2	5	-4	12	-10	5	0.4	-4	CCc1ccc(C2C(C#N)=C(N)N(N(C)C)C3=C2C(=O)CCC3)cc1 (stereo not drawn)
6	2	-3	2	-8	6	1	-4	0.3	4	Cc1ccc(CC(=O)N(C)CC(=O)Nc2ccc(N3CCOCC3)cc2)cc1C

One compound at a time (already shown).
Profile of O=[N+]([O-])c1ccc(CS(=O)(=O)c2ncn[nH]2)cc1 = UHRF1 MBD2 ctr: -1; Tn6 DDE FP: -3; PRMT1 FP inh: -1; Tn7 DDE FP: 3; TCR CD3 inh: 7; SIAE inh: 2; MBD2 inh: 1; LEDGF integ inh: 1; proKLK7 act: 0.3; TDP2 inh: 4
Profile of CCOC(=O)CCCCNCc1ccccc1 = UHRF1 MBD2 ctr: 3; Tn6 DDE FP: 1; PRMT1 FP inh: 4; Tn7 DDE FP: -6; TCR CD3 inh: -8; SIAE inh: 8; MBD2 inh: -2; LEDGF integ inh: -1; proKLK7 act: 0.2; TDP2 inh: -9
Profile of CCC(Cc1ccccc1)NC(=O)CCc1ccccc1 (stereo not drawn) = UHRF1 MBD2 ctr: -2; Tn6 DDE FP: 3; PRMT1 FP inh: -5; Tn7 DDE FP: 4; TCR CD3 inh: 4; SIAE inh: -3; MBD2 inh: 0; LEDGF integ inh: -2; proKLK7 act: 0.6; TDP2 inh: 4

Carrying on.
UHRF1 MBD2 ctr	Tn6 DDE FP	PRMT1 FP inh	Tn7 DDE FP	TCR CD3 inh	SIAE inh	MBD2 inh	LEDGF integ inh	proKLK7 act	TDP2 inh	molecule
3	2	-4	7	7	7	-4	1	0.1	-3	FC(F)(F)c1ccc(C2NCCc3sccc32)cc1 (stereo not drawn)
2	1	1	-4	-3	-5	-1	-4	-0.2	-14	CCCC(=O)C1=C(O)C(C(=O)OC)C(C)(C)CC1=Nc1cccc2ccccc12 (stereo not drawn)
1	3	0	2	-1	1	1	11	0.1	1	CCOC(=O)c1c(NC(=O)C2C3CCC(O3)C2C(=O)O)sc2c1CCC(CC)C2 (stereo not drawn)
-2	-5	3	-6	6	-1	-2	2	0.3	-3	O=C(Cn1cc([N+](=O)[O-])cn1)NCc1ccccc1Cl
1	-3	-1	-2	-1	3	-6	-2	0.5	6	CCOC(=O)N1CCN(C(=O)C2CCN(S(=O)(=O)c3cc(OC)ccc3OC)CC2)CC1
0	4	-1	5	6	0	-5	-1	0.3	1	CC(C)(C)c1ccc(C(=O)N/C(=C\c2cccs2)C(=O)N2CCOCC2)cc1
-1	-3	2	2	3	-6	-4	-2	-0.1	10	CC(=O)Nc1ccc(NC(=O)C2(C)Cc3c(-c4cccc(C(N)=O)c4)ccnc3O2)cc1 (stereo not drawn)
-2	2	1	-4	-1	3	-1	-5	-0.9	-5	CCCOc1ccc(C(F)(F)F)cc1NC(=O)c1cc(C)on1
-3	-5	0	-6	11	8	-2	0	-0.6	7	CC(C)(C)c1ccc(OCC(=O)NNC(=O)Cc2cccs2)cc1
-1	-2	-4	-3	-5	5	1	0	0.7	11	O=C(Nc1nnc(SCc2c(Cl)cccc2Cl)s1)c1cccc([N+](=O)[O-])c1
6	-7	3	-1	-5	0	8	0	0.2	2	C=CC[C@@H](CC(=O)N[C@@H](CO)Cc1ccccc1)C(=O)N[C@H](COC(=O)[C@@H](CC=C)CC(=O)OC(C)(C)C)Cc1ccccc1
-4	-7	0	-7	5	-1	-6	3	65*	5	CC(=O)Nc1ccc(-c2cn3cccnc3n2)cc1
1	-3	0	1	-1	2	0	-2	-0.6	-1	C=CCc1c(C)nc(-c2ccccc2)nc1Nc1ccc(O)cc1
-2	10	-2	-5	-1	1	1	2	-0.3	-5	COc1cccc(OCC(=O)NNC(=O)Cc2cccs2)c1
-2	-4	0	16*	4	-3	-3	-1	-0.5	1	COc1ccc(N2C(=O)NC3CC2(C)Oc2ccccc23)cc1 (stereo not drawn)
6	-4	6	-1	1	-8	8	2	0.6	-1	COc1ccc(NC(C)=O)cc1NC(=O)CN1CCN(CC(=O)Nc2ccc(Cl)cc2)CC1
0	2	-1	10	3	-3	-2	-1	-0.1	-1	CC(=O)c1ccc(Oc2nc3c(c(=O)n(C)c(=O)n3C)n2C)cc1
3	6	1	-6	2	-1	0	0	0.3	-7	C=CCNC(=O)c1ccc(Sc2ccc(C)cc2)c([N+](=O)[O-])c1
-1	-4	1	-2	4	-2	-1	-2	0.3	-1	Cc1c(Cl)cccc1N1C(=O)CC(NNC(=O)c2cccnc2)C1=O (stereo not drawn)
0	3	-2	9	3	4	-1	-2	0.4	-10	C/C(=N/NC(=O)CSc1ccccn1)c1ccc([N+](=O)[O-])cc1

Additional records.
UHRF1 MBD2 ctr	Tn6 DDE FP	PRMT1 FP inh	Tn7 DDE FP	TCR CD3 inh	SIAE inh	MBD2 inh	LEDGF integ inh	proKLK7 act	TDP2 inh	molecule
-1	4	-2	-4	-1	6	-1	2	-0.1	6	Cc1cc(C)nc(N2CCCC(C(=O)NCc3cccc(C(F)(F)F)c3)C2)n1 (stereo not drawn)
19	-3	-1	-1	.	-1	10	5	0.3	3	COc1ccc(C(=O)OCCCN(C)C2CN(Cc3cn(Cc4ccccc4F)nn3)S(=O)(=O)C2)cc1OC (stereo not drawn)
-2&0	1&1	24*!	1&-3	3&-6	-4&2	6&1	-2&2	-0.2&-0.3	7&-3	O=[N+]([O-])c1ccc(SCCc2ccncc2)cc1
-1	-15	3	-4	-5	-3	5	-2	0.2	10	CC(=O)N1c2ccccc2CCc2ccc(N)cc21
-3	5	-3	1	-1	-4	1	5	1.0	9	Cc1ccc(S(=O)(=O)N2CC(=O)Nc3ccccc32)cc1C
0	-3	2	0	2	-4	7	4	0.6	1	Cc1ccc(SCCNS(=O)(=O)c2ccc(F)cc2)cc1
